PglD DTNB = inhibitors of Campylobacter jejuni PglD acetyltransferase; purified PglD enzyme, DTNB colorimetric CoA detection; inhibition, % at 12.5 µM; 360,000 tested, 0.098% active; in the data active = inhibition above about 16%, passing the limit was not always enough; also: strong numbers were not always called active
RAD52 anneal inh = RAD52 (human) annealing inhibition. P43351. recombinant RAD52 DNA annealing, FRET fluorescence. inhibition, % at 18.7 µM. 360,000 tested, 0.46% active. AID 651710;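 active = every replicate showing at least 50% inhibition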
E-sel inducer = E-selectin induction on HUVECs; HUVEC E-selectin immunofluorescence imaging; normalized: neutral wells 0, TNF-alpha wells 100; activation, % at 7.58 µM; P16581; 260,000 tested, 0.37% active; AID 686992;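 active = mean E-selectin-positive cell signal at least 10% of the positive control, reached in at least 60% of replicates, without over 20% cell loss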;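 also: in these data hits start at about 27%; measured in HUVEC primary endothelial cells; signal is the percent of cells scored E-selectin positive by PE staining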
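assay system = HUVEC, human umbilical vein endothelial cells | input = 3,000 HUVEC seeded per well | medium = EGM-2 growth medium on 0.1% gelatin-coated wells | dosing = one compound dose added by pin transfer | signal = immunofluorescence imaging | read-out basis = % PE-positive cells | control set = TNF-alpha, DMSO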
ARNT TACC3 PPI = ARNT/TACC3 interaction disruption. Q9Y6A5. AlphaScreen His-ARNT PAS-B/GST-TACC3 binding, luminescence; TACC3 fragment carries E629A point mutation. inhibition, % at 9.99 µM. 390,000 tested, 0.66% active;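 active = mean inhibition of replicates at least 50% and at least half of replicates each reaching 50%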;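 also: 0% = complete ARNT plus TACC3 wells and 100% = ARNT alone without TACC3; many hits fall short of the cut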
ERp5 inh = inhibitors of human ERp5; 350,000 tested, 0.05% active; ERp5 insulin aggregation, absorbance 650 nm, 90 min; inhibition, % at 9.99 µM; Q15084; AID 651711;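 active = mean replicate inhibition above about 25%, with every replicate also reaching it, limit read from the data, passing the limit was not always enough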
Target sequence (Q15084 whole entry, looked up): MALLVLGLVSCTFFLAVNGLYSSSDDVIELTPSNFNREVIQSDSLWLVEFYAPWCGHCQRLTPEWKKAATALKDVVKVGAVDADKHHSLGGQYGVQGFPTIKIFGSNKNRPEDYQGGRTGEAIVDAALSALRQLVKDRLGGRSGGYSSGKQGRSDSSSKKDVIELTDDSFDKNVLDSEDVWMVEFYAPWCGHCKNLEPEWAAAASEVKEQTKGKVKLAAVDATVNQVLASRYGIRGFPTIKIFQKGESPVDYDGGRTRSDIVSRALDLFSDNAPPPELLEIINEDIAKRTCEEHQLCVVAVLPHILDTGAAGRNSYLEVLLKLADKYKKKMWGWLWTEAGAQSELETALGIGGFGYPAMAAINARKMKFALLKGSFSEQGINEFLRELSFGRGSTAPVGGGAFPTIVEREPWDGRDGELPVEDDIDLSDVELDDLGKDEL
CASP6 VEID inh = blocks human caspase-6 cleavage activity. P55212. purified caspase-6, Z-VEID-R110 cleavage fluorescence. inhibition, % at 12.5 µM. 350,000 tested, 0.53% active;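 active = mean inhibition across replicates at least about 35%, with every replicate also reaching that limit, limit read from the data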;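 also: 0% = median of neutral control wells and 100% = no fluorescence left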
Target sequence (P55212 24-179 limits assumed): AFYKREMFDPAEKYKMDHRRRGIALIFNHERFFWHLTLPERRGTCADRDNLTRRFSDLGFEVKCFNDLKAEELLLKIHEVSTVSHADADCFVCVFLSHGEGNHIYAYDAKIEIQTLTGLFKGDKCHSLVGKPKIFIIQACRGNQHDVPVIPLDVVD
Target sequence (P55212 194-293 limits assumed): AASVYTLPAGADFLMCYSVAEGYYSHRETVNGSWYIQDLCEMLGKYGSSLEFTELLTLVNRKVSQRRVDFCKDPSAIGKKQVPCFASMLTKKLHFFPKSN
esBAF inh = blocks esBAF chromatin remodeling in mouse ES cells | AID 602393 | reporter increase, % at 12.5 µM | Bmi1-luciferase knock-in reporter, 24 h; 100% = twice the neutral-well signal | 350,000 tested, 2% active; in the data active = activation above about 40%;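 also: 0% = median of the plate's neutral control wells and 100% = double that signal; a rise in the Bmi1 reporter signal indicates esBAF inhibition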
RAD54 inh = blocks human RAD54 Holliday junction branch migration; AID 602329; 360,000 tested, 0.14% active; FAM/BHQ fluorescence; inhibition, % at 10.4 µM;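 active = mean normalized replicate activity at least 40 and at least half of replicates scoring 40 or more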;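 also: 0% = median of neutral control wells and 100% = median of positive control wells; inhibitors cause a drop in the FAM fluorescence signal; in these data hits start at about 50%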
Active calls of the source: *; x = no result given; & = joins results of further samples.

Under each structure: PglD DTNB	RAD52 anneal inh	E-sel inducer	ARNT TACC3 PPI	ERp5 inh	CASP6 VEID inh	esBAF inh	RAD54 inh
1	CN(CC1CCCO1)S(=O)(=O)c1ccc(C(=O)Nc2nc3cc4c(cc3s2)OCO4)cc1 (stereo not given)
→ 0	-14	-0.1	0	9	-1	7	-1
2	CCN(CC(=O)Nc1ccc(Cl)c(C(F)(F)F)c1)CC(=O)NC1CCS(=O)(=O)C1 (stereo not given)
→ x	-2	1.2	-4	-1	-1	x	x
3	N=c1oc2ccc(Br)cc2cc1C(=O)NCc1ccc(F)cc1
→ -3	-5	0.0	-4	-3	10	x	-6
4	O=C(Oc1ccc(Cl)c2cccnc12)N1CCOCC1
→ -6	x	x	4	x	x	-2	1
5	N#Cc1cccn1-c1nccs1
→ x	-12	x	-12	-2	-1	x	x
6	Oc1ccccc1C1=Nc2ncnn2C(c2ccccc2)C1 (stereo not given)
→ -2	x	x	2	x	x	-5	2
7	Cc1cc(C)c(C(=O)N2CCCC(C(=O)c3cc(F)ccc3F)C2)o1 (stereo not given)
→ x	-9	-0.2	-2	9	-3	x	x
8	O=C(COC(=O)/C=C/c1ccccc1[N+](=O)[O-])NC(=O)NC1CCCC1
→ 2	6	3.2	2	-1	2	6	0
9	O=C(O)c1ccc(-c2nc3ccccc3[nH]2)cc1
→ x	-10	x	1	-3	3	x	x
10	Nc1[nH]c(C(=O)c2ccccc2)c(-c2cccc3ccccc23)c1C(=O)NCc1ccc(Cl)cc1Cl
→ x	2	-0.2	x	-2	-5	x	x
11	COc1ccc(-c2ccc3c(c2)[C@@H]2[C@@H](CCN2C(=O)Cc2cccnc2)[C@@H](CO)N3C)cc1
→ 0	26	-0.6	7	5	-6	5	15
12	COc1cccc(C(=O)Nc2ccc3c(c2)C(=O)N(C)[C@H]2CC[C@H](CC(=O)NCC(F)(F)F)O[C@@H]2CO3)c1
→ 1	17	0.1	-7	-1	2	1	0
13	COC(=O)[C@]12CCCCC=C1N(CCC1=CCCCC1)C(=O)[C@H](CC(=O)NCC13CC4CC(CC(C4)C1)C3)C2
→ x	9	0.2	x	13	-3	x	x
14	COc1cc([N+](=O)[O-])ccc1NC(=O)CN(C)C
→ 0	-12	x	-2	1	-1	-6	-2
15	CCCC(=O)c1cc2c(cc1NC(=O)c1ccccc1F)OCCO2
→ x	-3	2.1	-5	0	-1	x	x

Limited to ARNT TACC3 PPI, for 2 of the compounds above:
| No. | Structure | ARNT TACC3 PPI |
| --- | --- | --- |
| 14 | COc1cc([N+](=O)[O-])ccc1NC(=O)CN(C)C | -2 |
| 15 | CCCC(=O)c1cc2c(cc1NC(=O)c1ccccc1F)OCCO2 | -5 |

The list goes on:
Under each structure: PglD DTNB	RAD52 anneal inh	E-sel inducer	ARNT TACC3 PPI	ERp5 inh	CASP6 VEID inh	esBAF inh	RAD54 inh
16	CCOC(=O)C1=CCC(c2cccc3ccccc23)N(S(=O)(=O)c2ccc(C)cc2)C1 (stereo not given)
→ 0	-8	1.6	x	-2	-2	-6	-3
17	COc1ccccc1C#Cc1cnc2c(c1)C(=O)N([C@H](C)CO)C[C@H](C)[C@@H](CN(C)S(=O)(=O)c1cn(C)cn1)O2
→ -1&-3	-10&-20	-0.1	7&-10	-2&-2	-1&0	3&4	-5&1
18	COc1cccc2cc(C(=O)NC(C)C3CCCO3)c(=O)oc12 (stereo not given)
→ 1	x	x	-6	x	x	23	5
19	COc1cccc(CNC(=O)[C@@H]2[C@@H](CO)[C@@H]3Cn4c(ccc(C5=CCCC5)c4=O)[C@@H]3N2CC2CC2)c1
→ -2	-40	-0.5	0	-1	2	5	-6
20	CCN1CCN(c2ccc(S(=O)(=O)N3CCOCC3)cc2NC(=O)C(C)Oc2ccc(Cl)cc2)CC1 (stereo not given)
→ x	-10	x	6	-3	-3	x	x
21	O=C(NCC1CCCO1)c1c(O)c2c([nH]c1=O)CCCC2 (stereo not given)
→ -5	x	x	-19	x	x	8	-13
22	N#CCCN(C(=O)COC(=O)c1nc(Cl)ccc1Cl)c1ccccc1
→ x	-9	-0.8	1	-6	2	x	x
23	CC1CCc2c(nc3ncnn3c2Nc2ccc(OC(F)(F)F)cc2)C1 (stereo not given)
→ 7	x	x	9	x	x	-18	3
24	CCCC1N2CC3([N+](=O)[O-])CN1CC([N+](=O)[O-])(C2)C3(C)C (stereo not given)
→ x	-14	0.0	-20	-5	-3	x	x
25	COc1ccc(Nc2ccc([N+](=O)[O-])cn2)cn1
→ 1	-53	-0.1	-9	1	-1	6	1
26	CN1CCC(N(C)C(=O)c2cc(S(=O)(=O)N3CCOCC3)ccc2Cl)CC1
→ 1	6	x	-11	6	-19	-2	9
27	COc1ccc(NC(=S)NC(=O)Cc2ccccc2)c(OC)c1
→ 0	-4	0.9	-12	1	-1	-2	5
28	CCCNC(=O)N1[C@H](C#N)[C@@H](c2ccccc2-c2ccccc2F)[C@@H]1CO
→ x	-2	0.1	x	4	-3	x	x
29	C=CCOc1ccc(C(=O)n2cc(C(=O)OC)c3ccccc32)cc1
→ 6	-5	x	-3	3	0	0	1
30	COc1ncnc2c1ncn2CCCN(C)Cc1ccco1
→ -7	-20	0.1	x	2	-4	-5	0
31	CNC[C@H]1Oc2c(NC(=O)Nc3ccc(OC)cc3)cccc2C(=O)N([C@@H](C)CO)C[C@@H]1C
→ -4	-10	-0.1	36	7	0	2	2
32	C=CCc1c(OC)ccc2ccc(=O)oc12
→ 7	x	x	-4	x	x	5	4
33	CCOc1ccc(NC(=O)CSc2nc3c(c(=O)n2-c2ccccc2OC)SCC3)cc1
→ -3	-15	-0.3	-11	0	-3	8	-8
34	CC(C)(C)n1nnnc1C(C1CC1)N1CCN(C/C=C/c2ccccc2)CC1 (stereo not given)
→ -3	-18	-0.3	x	1	-3	5	-15
35	COc1ccc(NC(=O)Nc2ccc3c(c2)C(=O)N([C@H](C)CO)C[C@@H](C)[C@@H](CN(C)S(=O)(=O)c2cccs2)OCCCC[C@@H](C)O3)cc1
→ x	31	0.5	x	-3	0	x	x
36	O=C1NC(=O)C2(CCCCC2C2CCCCC2)N1 (stereo not given)
→ -6	2	0.1	-1	0	0	-1	-1
37	O=C(CCC(=O)OCc1ccc(C(=O)Oc2ccccc2)cc1)Nc1cccc2ccccc12
→ 3	x	x	6	x	x	-7	-5
38	Cc1ccccc1CN1C(=O)Nc2ccccc2C(=O)N1C(C)(C)C
→ 6	x	x	-4	x	x	-7	6
39	O=S(=O)(NCCOc1ccc(F)cc1)c1ccc2c(c1)OCCO2
→ -7	x	x	-6	x	x	5	-7
40	C[C@H]1CN([C@@H](C)CO)C(=O)c2cc(-c3ccc(C(=O)N(C)C)cc3)cnc2O[C@@H]1CN(C)C(=O)CN(C)C
→ 4	-17	0.5	-6	-2	1	4	3
41	CCCOc1ccc(C(C)=O)cc1CSCCC#N
→ 13	x	x	-13	x	x	5	-12
42	CC(C)CNC(=O)C1(C)CCCN1C(=O)c1csnn1 (stereo not given)
→ 4	-10	2.3	x	-3	0	-2	15
43	Cc1ccc(C)c(S(=O)(=O)Nc2ccc(O)c(Sc3ncn[nH]3)c2)c1
→ x	-3	x	4	2	8	x	x
44	CCN1C/C(=C\c2cccc([N+](=O)[O-])c2)C(=O)/C(=C/c2cccc([N+](=O)[O-])c2)C1
→ -5	1	x	1	2	4	x	-2
45	CC(C)N(C(=O)[C@H]1C[C@H](CC(=O)NCc2cccc(C(F)(F)F)c2)C(=O)N2CCc3c([nH]c4cc(CCC(=O)N(C)C)ccc34)[C@]12C)C(C)C
→ 1	-3	x	4	15	11	6	0
46	Cc1noc(C)c1S(=O)(=O)N(C)C[C@@H]1OCCCC[C@@H](C)Oc2ccc(NC(=O)CCC(F)(F)F)cc2C(=O)N([C@H](C)CO)C[C@@H]1C
→ -2	x	0.3	0	x	x	3	2
47	Cc1cc(SCC(=O)NCCN2C(=O)CSC2=O)nc2ccccc12
→ x	-155	0.4	-12	4	3	x	x
48	Clc1ccc2nc(-c3ccccc3)c(CC3CCCCC3)n2c1
→ 0	-18	-0.2	x	2	1	-4	2
49	Cc1ccc(S(=O)(=O)N2CCOCC2)cc1C(=O)OCC(=O)N(Cc1ccccc1)C(C)C
→ x	-9	0.4	x	4	5	-6	x
50	CCOC(=O)N1CCN(C(=O)CSc2ccccc2)CC1
→ 5	x	x	-6	x	x	5	-3
51	CC(C)C[C@@H](NC(=O)OC(C)(C)C)C(=O)N1O[C@]23C=C[C@]14C[C@@H](O)CC[C@]4(C)C2CC[C@]1(C)[C@@H]([C@H](C)/C=C/[C@H](C)C(C)C)CC[C@H]13 (stereo not given in full)
→ x	-3	-0.1	x	7	0	x	x
52	C=CCn1c(SCC(=O)Nc2nncs2)nnc1-c1ccco1
→ 3	-6	0.1	-9	0	-3	-2	-9
53	O=C(O)c1ccc(N2C(=O)CC(N3CCN(c4cccc(Cl)c4)CC3)C2=O)cc1 (stereo not given)
→ -1	-6	x	-7	-3	2	-11	-1
54	S=c1[nH]nc(C2CCCCC2)n1/N=C/c1ccc(Cl)cc1
→ -4	3	-0.2	27	3	-4	-6	-8
55	O=c1oc(Nc2ccc(F)cc2)nc2ccccc12
→ -1	x	x	-2	x	x	-2	-9
56	Cc1cc(C)cc(NC(=O)N2CCC(C(=O)c3ccc(F)cc3)CC2)c1
→ x	-10	x	-3	4	-3	x	x
57	CCOc1c(Br)cc(/C=N\NC(=O)c2ccccc2)cc1OC
→ x	-3	-0.2	x	1	3	x	x
58	CC1CC(C)(C)CC2(C1)NC(=O)N(CC(=O)Nc1ccc(N3CCCCC3)cc1)C2=O (stereo not given)
→ -6	-4	-0.4	29	-4	2	-4	5
59	COC(=O)CCCC[C@@H]1O[C@H](CCc2ccccc2)CC2=C1C(=O)OC(C)(C)O2
→ x	1	2.9	x	0	3	x	x
60	Nc1nc2c(ncn2[C@@H]2O[C@H](C(=O)NCC3CCCCC3)[C@@H](O)[C@H]2O)c(=O)[nH]1
→ x	-5	-0.1	x	4	0	x	x
61	CC1CC(C)CN(C(=O)COC(=O)Cc2c[nH]c3ccccc23)C1 (stereo not given)
→ 6	-7	0.6	-4	8	1	8	-9
62	COc1ccc(OCC(=O)Nc2ccccc2C(=O)N2CCOCC2)cc1
→ 3	-18	x	-5	4	4	x	-2
63	CCCNC(=O)N1CC2(CCN(CC3CCCCC3)CC2)c2c(n(C)c3cc(OC)ccc23)[C@H]1CO
→ x	1	0.4	x	-3	8	x	x
64	COc1cccc(S(=O)(=O)Nc2ccc3c(c2)OC[C@H](C)N(C(=O)Cc2cccnc2)C[C@@H](C)[C@H](OC)CN(C)C3=O)c1
→ x	-6	0.2	x	-6	0	x	x
65	COc1ccc(NC(=O)Nc2ccc3c(c2)C(=O)N([C@H](C)CO)C[C@H](C)[C@@H](CN(C)S(=O)(=O)c2cccs2)OCCCC[C@H](C)O3)cc1
→ 0	-12	2.7	17	-2	1	12	12
66	Cc1ccn2cc(-c3ccc(Br)cc3)nc2c1
→ -2	-7	5.5	-4	3	-1	-65	1

Screening data from PubChem.

Rows are unselected; about 3.2% have a hit in one of these screens.
